Mtb UGM inh: M. tuberculosis UGM enzyme inhibitors, primary screen, biochemical, fluorescence polarization, single point; UDP-galactopyranose mutase (Mycobacterium tuberculosis (strain ATCC 25618 / H37Rv)), …; purified UGM, fluorescence polarization probe displacement; inhibition, % at 10 µM; 320,000 compounds, 0.06% hits; AID 504406, 2011; in the data active = inhibition above about 10%, passing the limit was not always enough
Target sequence (P9WIQ1 whole entry, looked up): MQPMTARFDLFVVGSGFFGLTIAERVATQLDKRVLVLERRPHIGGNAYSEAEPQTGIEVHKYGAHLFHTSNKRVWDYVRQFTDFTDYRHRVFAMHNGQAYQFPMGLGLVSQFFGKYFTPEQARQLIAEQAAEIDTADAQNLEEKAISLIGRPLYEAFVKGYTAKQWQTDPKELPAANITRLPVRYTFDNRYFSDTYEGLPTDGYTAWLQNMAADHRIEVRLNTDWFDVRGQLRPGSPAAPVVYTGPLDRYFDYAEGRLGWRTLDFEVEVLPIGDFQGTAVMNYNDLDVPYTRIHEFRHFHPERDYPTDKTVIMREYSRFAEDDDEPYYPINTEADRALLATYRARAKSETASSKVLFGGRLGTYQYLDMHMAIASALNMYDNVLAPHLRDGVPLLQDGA
FadD28 FP inh: inhibitors of FadD28 bisubstrate probe binding, primary screen, biochemical, fluorescence polarization, single point | 360,000 compounds, 0.22% hits | AID 588549, 2011 | inhibition, % at 12.5 µM | Mycobacterium tuberculosis FadD28 fatty-acid-AMP ligase; in the data active = inhibition above about 8.5%, passing the limit was not always enough
GDH-TPI counter: GDH-TPI coupling enzyme inhibitors, primary screen, artefact control for M. tuberculosis FBA inhibitor project, biochemical, absorbance, full deck. AID 588335, 2011. 360,000 compounds, 1.2% hits. inhibition, % at 4.8 µM. GDH-TPI coupled enzyme counterscreen, NADH absorbance; in the data active = inhibition above about 30%;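 note: 0% = DMSO wells and 100% = wells lacking the enzyme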
Mtb FBA inh: Mtb FBA enzyme inhibitors, primary screen, biochemical, fluorescence, strain H37Rv. inhibition, % at 1 µM. Fructose-bisphosphate aldolase (Mycobacterium tuberculosis (strain ATCC 25618 / H37Rv)), …. purified M. tuberculosis FBA, fluorescence read-out. 360,000 compounds, 2.3% hits; in the data active = inhibition above about 27%;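 note: 0% = vehicle and 100% = reference inhibitor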
Target sequence (P9WQA3 whole entry, looked up): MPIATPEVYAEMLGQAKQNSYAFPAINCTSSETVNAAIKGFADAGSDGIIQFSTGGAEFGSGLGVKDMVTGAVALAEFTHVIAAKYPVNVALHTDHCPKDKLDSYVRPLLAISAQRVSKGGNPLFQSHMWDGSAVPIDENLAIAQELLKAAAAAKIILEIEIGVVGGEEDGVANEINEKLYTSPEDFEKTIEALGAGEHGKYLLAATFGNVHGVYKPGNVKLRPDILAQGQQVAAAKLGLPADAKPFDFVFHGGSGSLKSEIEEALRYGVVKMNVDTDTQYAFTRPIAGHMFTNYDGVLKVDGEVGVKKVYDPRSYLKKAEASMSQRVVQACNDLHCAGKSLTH
TcdB GH inh: TcdB glycohydrolase inhibitors, primary screen, biochemical, single point, plate reader; Toxin B (Clostridioides difficile), P18177; TcdB glycohydrolase enzymatic assay; inhibition, % at 9.99 µM; 350,000 compounds, 0.24% hits; AID 652162, 2013; in the data active = inhibition above about 10%
Vc quorum ag: inducers of Vibrio cholerae quorum light production without autoinducers, primary screen, BH1578 luxS cqsA deficient, single point | 350,000 compounds, 0.16% hits | AID 588436, 2011 | activation, % at 18.7 µM | V. cholerae BH1578 lux reporter, luminescence, 6 h; in the data active = activation mostly above about 9.7%, no sharp cut-off; note: not every result past the cut was called active; inactives centre near 0; reference of the scale not given here
BioA inh: M. tuberculosis BioA enzyme inhibitors, primary screen, biochemical, plate reader, single point, HTS; 7,8-diaminopelargonic acid synthase BioA (Mycobacterium tuberculosis); purified M. tuberculosis BioA enzyme; inhibition, % at 9.99 µM; 360,000 compounds, 0.096% hits; in the data active = inhibition above about 40%
Y pestis TopoI: Yersinia pestis topoisomerase I inhibitors, primary screen, biochemical, cleavage product accumulation, plate reader, single point; Y. pestis Topo-I cleavage product accumulation; AID 504884, 2011; DNA topoisomerase I (Yersinia pestis CO92); activity, % at 10 µM; 360,000 compounds, 0.064% hits; in the data active = activity above about 50%, passing the limit was not always enough; note: inactives centre near 2
PfHsp40 rescue: rescue of yeast from PfHsp40 toxicity, primary screen, S. cerevisiae, ATP luminescence. growth rescue, % at 12.5 µM. S. cerevisiae expressing PfHsp40, growth rescue. AID 504582, 2011. 340,000 compounds, 0.68% hits; in the data active = growth rescue above about 28%, passing the limit was not always enough;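 note: yeast W303a lacking pdr1 and pdr3 grown in galactose medium; growth measured after three days at 30 °C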
Starred values were filed as active, the others as inactive; i = inactive; x = no result given.

SMILES	Mtb UGM inh	FadD28 FP inh	GDH-TPI counter	Mtb FBA inh	TcdB GH inh	Vc quorum ag	BioA inh	Y pestis TopoI	PfHsp40 rescue
Cc1ccc(S(=O)(=O)NC(=O)NCCc2ccccc2)cc1	3.4	-0.4	-5	1	-1.4	-0.3	x	7	-0.6
Cc1cc(C)cc(C(=O)Nc2ccc(N3CCN(S(C)(=O)=O)CC3)cc2)c1	-1.6	-1.1	5	0	-0.2	-0.4	x	-3	x
COc1ccc(Cc2nnc(N/N=C/c3ccccc3O)[nH]c2=O)cc1OC	-2.1	-1.5	27	4	-12	0.5	x	4	1.0
C(=N\c1nccs1)/c1c[nH]c2ccccc12	4.3	-1.9	4	-3	x	-0.5	-0.8	-19	0.2
CN(c1ncc(C(F)(F)F)cc1Cl)N1C(=O)c2cccc(N)c2C1=O	-0.3	3.2	-3	-1	1.5	i	x	-13	-0.7
CC(NC(=O)CSc1ncccn1)c1ccc2c(c1)OCO2 (stereo not drawn)	-0.5	-2.6	3	4	-6.6	0.6	0.9	-1	-1.8
Nc1cccc2nc3ccccc3cc12	x	-2.0	2	75*	x	i	-1.0	-29	2.0
O=C(NCc1ccc2c(c1)OCO2)c1ccc(Cl)c(S(=O)(=O)NCc2ccccc2)c1	2.7	-1.5	-7	3	0.3	-0.6	-1.4	-1	-1.0
COc1ccc(CC(=O)Nc2ccc(-c3nnc(-c4ccccc4)o3)cc2)cc1OC	x	-5.1	5	-2	1.6	i	-0.2	-4	-0.8
O=C(CN(Cc1ccccc1)C(=O)c1csnn1)NCc1ccc2c(c1)OCO2	0.7	-0.3	3	1	0.5	i	0.2	-6	-0.2
O=C1C2C3CCC(C3)C2C(=O)N1Cc1ccccc1 (stereo not drawn)	0.9	-0.4	-1	-2	x	-0.2	x	0	0.3
CC(=O)Nc1ccc(S(=O)(=O)N2CCN(c3nc(NC4CCCC4)c4ccccc4n3)CC2)cc1	-0.6	0.0	27	16	x	i	-1.3	-13	0.3
CCOc1ccc(NC(=O)N2CCC(NC(=O)C(Cc3cccc(F)c3)NC(C)=O)CC2)cc1 (stereo not drawn)	-1.1	1.7	1	-1	0.5	i	-0.9	-2	-0.8
CCOC(=O)N1CCN(C(=O)c2ccc(NS(C)(=O)=O)cc2)CC1	0.0	-2.1	11	-1	1.9	i	-0.7	1	2.8
COc1ccc(CC(=O)NNC(=O)c2c(-c3ccccc3Cl)noc2C)cc1OC	-2.1	-2.7	-1	1	0.7	-0.5	x	6	-0.8
CC(=O)O[C@H]1c2ccccc2-c2ccccc2[C@@H]1OC(C)=O	-4.5	-1.9	-2	-1	3.0	0.3	-0.5	5	1.3
COc1ccc(OC)c(NC(=O)C2(C)CCN2C(C)C)c1 (stereo not drawn)	x	-0.2	6	1	1.0	4.5	1.8	13	x
CC(C)Cn1c(=O)oc2ccccc21	0.7	0.4	-3	1	0.1	-0.2	-1.6	-3	-1.0
COc1ccc(S(=O)(=O)N2CCN(C(=O)CCc3c[nH]c4ccccc34)CC2)cc1	2.7	-2.0	3	-1	2.7	i	-0.5	24	0.8
CC(C)Cc1cc(C(=O)NCc2cccs2)no1	-1.2	0.3	-1	0	1.7	1.1	-0.6	-2	0.0
CCCNC(=O)c1cc(C2CCCCN2C(=O)c2cccs2)on1 (stereo not drawn)	x	0.1	5	-3	1.3	i	-0.6	2	x
O=C1C=C(c2cnc3ccccc3c2)C[C@@H](c2ccc3c(c2)OCO3)C1	-0.4	1.5	10	2	2.0	0.6	4.3	5	-0.6
C/C(NC(=O)c1ccccc1F)=C1\C(=O)C[C@@H]2[C@H]1C2(C)C	1.4	-0.2	22	3	x	i	-1.8	1	0.1
COc1cccc(CNS(=O)(=O)c2cc3c(cc2C)n(C)c(=O)c(=O)n3C)c1	x	-4.1	1	-3	0.8	-0.6	0.3	-9	-0.9
Cc1ccc(CS(=O)(=O)c2ncc(Cl)c(C(=O)Nc3nnc(C)s3)n2)cc1	-0.9	-2.4	10	4	0.6	-0.3	0.0	-3	-1.4
Later entries
SMILES	Mtb UGM inh	FadD28 FP inh	GDH-TPI counter	Mtb FBA inh	TcdB GH inh	Vc quorum ag	BioA inh	Y pestis TopoI	PfHsp40 rescue
O=C(COc1ccc(F)cc1)NC1CC1	-0.1	-2.3	-2	0	x	-0.3	0.2	0	0.0
CC/C(CC(c1ccccc1)c1c(O)c2ccccc2oc1=O)=N\NC(N)=S (stereo not drawn)	3.7	-2.2	6	3	x	-0.3	x	-8	-0.1
CCCCN(C(=O)c1nn(C)c(=O)c2ccccc12)c1c(N)n(CCC)c(=O)[nH]c1=O	-2.3	-1.3	4	-1	0.9	0.6	-0.8	2	-1.2
O=C(COC(=O)/C=C/c1ccco1)Nc1ncc(C(F)(F)F)cc1Cl	-0.3	-0.2	11	-1	-0.1	-0.6	-2.2	-7	0.3
O=C(c1cccc([N+](=O)[O-])c1)N1CCOCC1	-1.5	-1.4	-4	0	x	-2.6	x	3	2.9
CN1C(C(=O)NCc2cccc(C(F)(F)F)c2)CC2Cn3c(nc4ccccc43)C21 (stereo not drawn)	-1.1	-0.6	0	2	0.3	i	-1.1	4	-1.8
COc1ccc(OC)c(NC(=O)CN2C(=O)CSc3ccc(S(=O)(=O)N4CCCC4)cc32)c1	-0.4	-3.5	-8	0	0.9	5.6	0.9	10	2.1
NC(=O)C1CCN(c2ccc(S(=O)(=O)N3CCCCC3)cc2[N+](=O)[O-])CC1	1.7	-1.1	0	3	-0.3	i	x	-3	0.0
COc1ccc(OC)c(S(=O)(=O)n2c([N+](=O)[O-])cnc2C)c1	-2.8	-1.7	14	-1	1.2	-0.8	-1.3	1	1.0
COc1ccc2nc(N/C(N)=N/C(=S)Nc3c(C)cccc3C)nc(C)c2c1	4.4	1.8	-1	17	1.3	-0.3	x	-2	-1.3
Cc1cc(C)n(-c2ccc(C(=O)OCc3nnc(-c4ccccc4)o3)cc2)n1	1.3	0.5	3	1	x	i	-1.3	2	-0.8
Cc1ccccc1-c1nc(CS(=O)(=O)CC(=O)NCCN2CCCC2)c(C)o1	-2.2	0.3	15	8	2.4	-0.2	-4.0	-4	5.7
Oc1c(C(c2cccs2)N2CCOCC2)sc2ncnn12 (stereo not drawn)	4.5	-2.2	1	-2	0.2	-0.2	-0.6	3	-0.4
CC12CCC(C(=O)Nc3ccc(Cl)cc3)([C@H](Br)C1=O)C2(C)C (stereo partly drawn)	0.6	-4.9	5	0	1.9	-0.9	1.7	-3	x
Cc1cc(C)c2c(c1)c(C)cc1nnc(SCC(=O)NCc3ccco3)n12	-2.4	0.8	19	9	x	-0.2	2.6	0	0.0
COc1cc(C(=O)Nn2c(C)nc3ccccc3c2=O)cc(OC)c1OC	1.2	2.0	17	5	-3.1	-1.1	-0.9	-6	-0.9
CCOC(=O)c1c(NC(=O)c2ccccc2Br)sc2c1CCc1ccccc1-2	-0.2	-0.3	5	4	x	i	0.0	17	-0.2
COc1cc(CN2CCCC(C(=O)c3ccc(C(C)(C)C)cc3)C2)cc(OC)c1O (stereo not drawn)	2.7	-2.4	-3	1	1.4	i	0.0	-9	-0.4
Cc1nc(SC(C)C(=O)NCc2ccc3c(c2)OCO3)nc(C)c1C (stereo not drawn)	0.1	-0.5	4	2	0.6	i	-0.3	10	-0.7
CNC(=O)NC(=O)C(C)OC(=O)c1c2c(nc3ccccc13)/C(=C/c1cccs1)CC2 (stereo not drawn)	x	-1.1	0	0	-0.8	i	1.7	13	9.3
CCN=C1S/C(=C\c2ccc(OCC)c(OC)c2)C(=O)N1CC	-0.3	-0.4	24	-3	x	0.8	x	12	0.5
CC1CCCCN1CCNC(=O)CCc1nnc2n(Cc3ccccc3)c(=O)c3ccccc3n12 (stereo not drawn)	0.5	-0.3	1	5	1.0	-0.2	0.7	-1	-1.3
O=C(c1cccc(Cl)c1)N(Cc1ccco1)C1CCS(=O)(=O)C1 (stereo not drawn)	1.3	-1.0	2	-1	1.0	-0.2	0.3	-1	-0.1
Cc1ccc(Cl)cc1NC(=O)N[C@@H](CC(C)C)C(=O)O	-0.5	-1.5	-6	3	1.9	-0.2	x	7	0.5
Cc1ccc2nc(SCC(=O)c3ccc(Cl)s3)[nH]c2c1	0.2	-7.7	5	-2	5.7	i	3.9	9	6.4

Only GDH-TPI counter, Y pestis TopoI and FadD28 FP inh, for some of the entries so far:
mol | GDH-TPI counter | Y pestis TopoI | FadD28 FP inh
CC(=O)O[C@H]1c2ccccc2-c2ccccc2[C@@H]1OC(C)=O | -2 | 5 | -1.9
CC12CCC(C(=O)Nc3ccc(Cl)cc3)([C@H](Br)C1=O)C2(C)C (stereo partly drawn) | 5 | -3 | -4.9

(cont.)
SMILES	Mtb UGM inh	FadD28 FP inh	GDH-TPI counter	Mtb FBA inh	TcdB GH inh	Vc quorum ag	BioA inh	Y pestis TopoI	PfHsp40 rescue
Cc1ccc(-c2noc(=O)n2CC(=O)c2ccc(Cl)cc2)cc1	0.2	-0.7	2	1	0.1	-0.9	0.1	4	2.0
CCn1c(=O)n(CC(=O)NCC2CCCO2)c(=O)c2c3c(sc21)CCCC3 (stereo not drawn)	-0.5	-3.5	1	0	3.0	-3.1	1.1	-3	1.6
Cc1ccccc1C(=O)N1CCC(C(=O)OCc2ccccc2Cl)CC1	-0.1	-2.1	3	-2	1.1	i	-3.1	36	0.6
Cc1nnc(SCCC(=O)Nc2ccc(Cl)cc2)o1	-1.8	-1.3	4	-1	1.5	-1.3	-0.2	0	-0.4
COC(=O)C1=C(CCc2ccccc2)NC(=O)NC1c1ccc(C#N)cc1 (stereo not drawn)	0.1	-5.5	-2	1	0.8	-0.4	-0.2	-2	0.7
Cc1nccc(-c2cccc(NC(=O)Nc3ccc(Cl)cc3)c2)n1	-0.3	1.4	-2	-1	0.3	-0.4	x	-2	-1.7
O=c1c2cnn(-c3ccccc3)c2ncn1Cc1ccccc1	0.9	-2.7	3	-1	x	-0.6	-1.1	5	1.1
Cc1ccc(O)c(NC(=O)c2ccccc2-c2ccccc2C(=O)O)c1	0.6	-3.3	14	-1	-3.8	2.0	-0.2	-14	0.9
Cc1ccc(CNC(=O)c2ccc(N3CCC4(CC3)CC(c3cccc(Br)c3)=NO4)c([N+](=O)[O-])c2)cc1	-1.0	-0.7	24	0	1.2	-0.4	-0.7	8	-1.5
O=C(COC(=O)C1COc2ccccc2O1)c1ccccc1 (stereo not drawn)	x	-1.3	12	1	0.1	i	0.4	0	x

Sorted by count of non-hydrogen atoms (rising): part of the list above.
SMILES	Mtb UGM inh	FadD28 FP inh	GDH-TPI counter	Mtb FBA inh	TcdB GH inh	Vc quorum ag	BioA inh	Y pestis TopoI	PfHsp40 rescue
Cc1nnc(SCCC(=O)Nc2ccc(Cl)cc2)o1	-1.8	-1.3	4	-1	1.5	-1.3	-0.2	0	-0.4
Cc1ccc(Cl)cc1NC(=O)N[C@@H](CC(C)C)C(=O)O	-0.5	-1.5	-6	3	1.9	-0.2	x	7	0.5
O=C(COC(=O)C1COc2ccccc2O1)c1ccccc1 (stereo not drawn)	x	-1.3	12	1	0.1	i	0.4	0	x
O=c1c2cnn(-c3ccccc3)c2ncn1Cc1ccccc1	0.9	-2.7	3	-1	x	-0.6	-1.1	5	1.1
Cc1nccc(-c2cccc(NC(=O)Nc3ccc(Cl)cc3)c2)n1	-0.3	1.4	-2	-1	0.3	-0.4	x	-2	-1.7
Cc1ccc(O)c(NC(=O)c2ccccc2-c2ccccc2C(=O)O)c1	0.6	-3.3	14	-1	-3.8	2.0	-0.2	-14	0.9
COC(=O)C1=C(CCc2ccccc2)NC(=O)NC1c1ccc(C#N)cc1 (stereo not drawn)	0.1	-5.5	-2	1	0.8	-0.4	-0.2	-2	0.7
Cc1ccc(CNC(=O)c2ccc(N3CCC4(CC3)CC(c3cccc(Br)c3)=NO4)c([N+](=O)[O-])c2)cc1	-1.0	-0.7	24	0	1.2	-0.4	-0.7	8	-1.5

Source: PubChem BioAssay (several laboratories)
